Screening results deposited in PubChem by National Center for Advancing Translational Sciences (NCATS).
HT1080 IDH1KD tx: qHTS for induction of synthetic lethality in tumor cells producing 2HG: qHTS for the HT-1080-IDH1KD cell line; Potency, µM (titrated, usually from 46.1 µM), for the others: top-dose activity, negative = toxicity, hits mostly cytotoxic; HT-1080 IDH1 knockdown viability, ATP luminescence, 48 h; 2% of 360,000 active;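 also: potency is read from the fitted curve at half-maximal effect; 0% = DMSO wells and -100% = cell-free medium wells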
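HT-1080-IDH1KD cells (IDH1 knocked down), 750/well in RPMI with 5% FBS, treated with compound 48 h at 37 degrees C. Viability by CellTiter-Glo luminescence, normalised to DMSO and no-cell wells; concentration-response curves classed.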
KB-V1 cytotox: qHTS assay for MDR1-selective chemotherapeutics: Primary screen using the drug-selected MDR subline cells KB-V1 | KB-V1 MDR cells viability, CellTiter-Glo, 72 h | Potency, µM (titrated, usually from 46.1 µM), inactives show at the highest dose activity change, negative = cytotoxicity, most hits filed as cytotoxic | 3.4% of 400,000 active | AID 1347076, 2019; also: potency is read from the fitted curve at half-maximal effect; % is scaled to controls: 0 for no effect and ±100 for the full control effect; nearly all actives have a fitted effect of over 60% in size
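Luminescent ATP read-out (CellTiter-Glo, 10 min) measures survival of drug-selected KB-V1 MDR cells after 72 h, 37 degrees C compound exposure. Medium: phenol-red-free DMEM, 10% FBS. Values from fitted concentration-response curves.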
HT1080-NT tox: qHTS for induction of synthetic lethality in tumor cells producing 2HG: qHTS for the HT-1080-NT fibrosarcoma cell line | HT-1080-NT fibrosarcoma viability, CellTiter-Glo ATP luminescence, 48 h | Potency, µM (series often up to 46.1 µM), inactives show at the highest dose activity, negative = less viability, most hits filed as cytotoxic | 1.6% of 360,000 active;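 also: NT is the 2HG producing partner of a matched IDH1 knockdown line; potency is read from the fitted curve at half-maximal effect; 0% = DMSO-treated cells and -100% = media-only wells without cells; nearly all actives have a fitted effect of over 55% in size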
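Fibrosarcoma NT cells, 750 per well in 5% FBS RPMI, were exposed to compound for 48 hours. Viability: CellTiter-Glo luminescence.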
D3 ag: qHTS of D3 Dopamine Receptor Agonist: qHTS; D3R DiscoveRx beta-arrestin cells, luminescence, 90 min; max activation, %; 0.58% of 410,000 active; in the data active = max activation above about 30%; also: 0% is about no effect; mostly tested at two doses, the higher about 12 µM
Target sequence (P35462 whole entry, looked up): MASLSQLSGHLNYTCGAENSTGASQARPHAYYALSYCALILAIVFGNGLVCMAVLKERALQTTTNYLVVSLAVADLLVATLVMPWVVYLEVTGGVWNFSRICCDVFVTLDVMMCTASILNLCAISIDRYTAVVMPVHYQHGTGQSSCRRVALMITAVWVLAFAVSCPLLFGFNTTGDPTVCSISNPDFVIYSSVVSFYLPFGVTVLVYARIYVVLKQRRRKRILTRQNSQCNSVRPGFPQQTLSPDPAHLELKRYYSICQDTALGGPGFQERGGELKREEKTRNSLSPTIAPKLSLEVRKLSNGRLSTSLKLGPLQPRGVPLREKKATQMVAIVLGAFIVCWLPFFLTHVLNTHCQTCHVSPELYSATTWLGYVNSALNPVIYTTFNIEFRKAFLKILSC
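Agonist-mode cell screen: cells plated at 1500/well and incubated overnight at 37 °C, then exposed to library compounds for 90 min at 37 °C. Detection reagent was added for 30–60 min at room temperature, and luminescence was read.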
GLP-1R agonist: qHTS of GLP-1 Receptor Agonists. HEK293 GLP-1R CRE-luciferase, luminescence, 4-6 h; cells express a hypersensitive GLP-1R form. 0.007% of 380,000 active. Potency, µM (doses to about 45.6 µM), inactives show top-dose activation, usual class: activators. AID 624172, 2012. Glucagon-like peptide 1 receptor (Homo sapiens), P43220; also: potency is read from the fitted curve at half-maximal effect; % of control where 0% means no effect
Target sequence (P43220 whole entry, looked up): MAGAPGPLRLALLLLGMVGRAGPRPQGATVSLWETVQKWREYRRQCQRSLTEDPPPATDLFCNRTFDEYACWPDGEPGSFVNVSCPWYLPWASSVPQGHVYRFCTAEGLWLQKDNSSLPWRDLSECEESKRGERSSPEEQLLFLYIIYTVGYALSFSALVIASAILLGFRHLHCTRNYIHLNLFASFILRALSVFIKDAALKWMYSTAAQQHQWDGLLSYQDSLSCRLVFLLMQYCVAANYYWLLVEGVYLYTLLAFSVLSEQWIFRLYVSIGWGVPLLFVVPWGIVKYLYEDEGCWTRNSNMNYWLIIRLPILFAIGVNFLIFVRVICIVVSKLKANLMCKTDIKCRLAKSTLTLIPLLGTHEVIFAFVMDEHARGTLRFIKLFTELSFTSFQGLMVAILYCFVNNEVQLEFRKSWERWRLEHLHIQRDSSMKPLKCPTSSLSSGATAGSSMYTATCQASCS
D3 antag: qHTS of D3 Dopamine Receptor Antagonist: qHTS; D(3) dopamine receptor (Homo sapiens), P35462; D3R cells, DiscoveRx beta-arrestin luminescence, antagonist mode; stronger effect = lower value; max response, negative = inhibition, %; 2.5% of 360,000 active; in the data active = max response below about -50%; inconclusive = no clear call, values can overlap the other calls; also: % is scaled to controls: 0 for no effect and ±100 for the full control effect; mostly tested at two doses, the higher about 12 µM
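Cells plated overnight at 1500 cells/well, then exposed to library compounds with dopamine controls for 90 minutes at 37 degrees C. DiscoveRx reagent added for 30–60 minutes at room temperature; luminescence read, quantitative HTS format.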
KB-3-1 cytotox: qHTS assay for MDR1-selective chemotherapeutics: Primary screen using the parental adenocarcinoma cell KB-3-1; KB-3-1 viability, CellTiter-Glo ATP luminescence, 72 h; Potency, µM (doses to about 46.1 µM), for inactives: at the top dose activity change, negative = cytotoxic, hits mostly cytotoxic; 1.4% of 400,000 active; also: potency is read from the fitted curve at half-maximal effect; % is scaled to controls: 0 for no effect and ±100 for the full control effect; nearly all actives have a fitted effect of over 60% in size
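Screening of KB-3-1 cells (DMEM, 10% FBS, phenol-red free) ran from lowest to highest compound concentration; after 72 h at 37 °C viability was read luminescently and curves fitted.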
SW480 rerep: A quantitative high throughput screen for small molecules that induce DNA re-replication in SW480 colon adenocarcinoma cells. SW480 DNA re-replication, Hoechst DNA content imaging, 48 h. Potency, µM (titrated, usually from 46.1 µM), for the others: at the top dose re-replication activation, usual class: activators. 1.8% of 340,000 active. AID 624297, 2012; also: potency is read from the fitted curve at half-maximal effect; % of control where 0% means no effect; nearly all actives have a fitted effect of over 55% in size
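Cells (250 per well) received 23 nL compound or DMSO by pin tool and were kept 48 hr at 37 C, 5% CO2. Nuclei were then stained with Hoechst for 40 min and scanned for DNA content.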
IL1B secr inh: qHTS for Inhibitors of Inflammasome Signaling: IL-1-beta AlphaLISA Primary Screen. THP-1 LPS/ATP IL-1B secretion, AlphaLISA, 16 h; stronger effect = lower value. 4.7% of 360,000 active. activity change, % at 57.5 µM; in the data active = activity change below about -50%; inconclusive = mostly about -30% to -49%; also: % is scaled to controls: 0 for no effect and ±100 for the full control effect
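Secreted IL-1B measured by AlphaLISA bead assay after 16 h compound exposure of THP-1 cells; compounds (final up to 57.5 uM) added 1 h before LPS (250 ng/mL) and ATP (1.25 mM) stimulation; lower signal means less secretion.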
Active calls of the source: *; [ ] = another dose, or the depositor's remark. Unless noted, calls follow the shape of the dose curve; as a rule, active = well fitted curve in the direction sought with a large enough effect; inconclusive = small, poorly fitted or top-dose-only effect, or another doubt; inactive = no such curve, though single readings can be large; an effect the other way counts as inactive or inconclusive.

What do the screens show for `O=C(NCc1ccccc1OC(F)(F)F)C1CCC(=O)N(C2CC2)C1` (centres undefined)?
HT1080 IDH1KD tx: 5.0%; HT1080-NT tox: 0.2%; D3 ag: 10.1; GLP-1R agonist: -8.9%; D3 antag: 8.9; SW480 rerep: -1.2%; IL1B secr inh: 12.8

What do the screens show for `Cc1cc(C)c(C)c(S(=O)(=O)N2CCC(C(=O)NCCCN3CCOCC3)CC2)c1C`?
HT1080 IDH1KD tx: 7.8%; KB-V1 cytotox: -5.0%; HT1080-NT tox: -11.0%; D3 ag: 0.2; GLP-1R agonist: -1.0%; D3 antag: -5.9; KB-3-1 cytotox: -4.0%; SW480 rerep: 0.5%; IL1B secr inh: 4.6

How did Cn1nnc(C(O)CNCc2ccc(Cl)cc2)n1 (centres undefined) do in these assays?
HT1080 IDH1KD tx: 14.6%; KB-V1 cytotox: -0.3%; HT1080-NT tox: -3.7%; D3 ag: 3.1; GLP-1R agonist: 4.3%; D3 antag: -13.8; KB-3-1 cytotox: 9.8%; SW480 rerep: 11.7%; IL1B secr inh: 0.0

How did Cc1nn(Cc2ccccc2Cl)c(C)c1C(=O)NCCN1C(=O)S/C(=C\c2ccccc2)C1=O do in these assays?
HT1080 IDH1KD tx: -19.2%; KB-V1 cytotox: inconclusive; HT1080-NT tox: inconclusive; D3 ag: 3.7; GLP-1R agonist: 6.8%; D3 antag: 12.0; KB-3-1 cytotox: 14.9%; SW480 rerep: -6.8%; IL1B secr inh: -16.8

What do the screens show for `Cc1ncc(C[n+]2csc(CCOC(=O)CC34CC5CC(CC(C5)C3)C4)c2C)c(N)n1`?
HT1080 IDH1KD tx: -12.1%; KB-V1 cytotox: -0.9%; HT1080-NT tox: -14.8%; D3 ag: -4.4; GLP-1R agonist: 12.6%; D3 antag: 3.3; KB-3-1 cytotox: -8.3%; SW480 rerep: 0.5%; IL1B secr inh: 9.9

What do the screens show for `Cc1cccc(C(=O)NCC(=O)OCC(=O)N2CCc3ccccc32)c1`?
HT1080 IDH1KD tx: -9.9%; KB-V1 cytotox: -14.5%; HT1080-NT tox: -13.2%; D3 ag: 7.6; GLP-1R agonist: 2.8%; D3 antag: -22.4; KB-3-1 cytotox: 4.2%; SW480 rerep: -3.1%; IL1B secr inh: 8.6

How did Clc1ccc(CN2CCN(c3ncccn3)CC2)cc1 do in these assays?
HT1080 IDH1KD tx: 12.4%; KB-V1 cytotox: -3.9%; HT1080-NT tox: 11.0%; D3 ag: 36.2*; GLP-1R agonist: 7.7%; D3 antag: 14.4; KB-3-1 cytotox: -0.9%; SW480 rerep: -12.5%; IL1B secr inh: -10.6

What do the screens show for `CSc1nc(N)nc(SCC(=O)C(C)(C)C)c1C#N`?
HT1080 IDH1KD tx: -2.1%; KB-V1 cytotox: -4.3%; HT1080-NT tox: 3.2%; D3 ag: 2.8; GLP-1R agonist: inconclusive; D3 antag: -17.9; KB-3-1 cytotox: -0.5%; SW480 rerep: 0.6%; IL1B secr inh: -14.2

Results for Cc1sc2nc(C(C)C)nc(SCC(=O)N3CCN(C(=O)c4ccco4)CC3)c2c1C ?
HT1080 IDH1KD tx: 4.9%; KB-V1 cytotox: -9.4%; HT1080-NT tox: -28.1%; D3 ag: 27.5; GLP-1R agonist: 6.0%; D3 antag: 16.9; KB-3-1 cytotox: 0.0%; SW480 rerep: 16.5%; IL1B secr inh: -5.6

How did COc1ccccc1/C=c1\sc2nc(-c3ccccc3OC)nn2c1=O do in these assays?
HT1080 IDH1KD tx: -2.0%; KB-V1 cytotox: -0.3%; HT1080-NT tox: -0.6%; D3 ag: -5.6; GLP-1R agonist: 0.8%; D3 antag: -4.2; KB-3-1 cytotox: 15.0%; SW480 rerep: -3.1%; IL1B secr inh: 7.2

Results for O=c1oc2ccccc2cc1-c1cn2cc(Cc3ccc(F)cc3)sc2n1 ?
KB-V1 cytotox: -25.4%; D3 ag: 5.3; GLP-1R agonist: 1.7%; KB-3-1 cytotox: 0.581µM*

Results for Cc1nc2cc(Cl)ccc2n1-c1ccccc1 ?
HT1080 IDH1KD tx: 10.4%; KB-V1 cytotox: 2.9%; HT1080-NT tox: 5.7%; D3 ag: -2.5; GLP-1R agonist: 6.7%; D3 antag: -8.3; KB-3-1 cytotox: -0.1%; SW480 rerep: -5.5%; IL1B secr inh: 12.9

What do the screens show for `C[C@H](CO)N1C[C@H](C)[C@@H](CN(C)S(=O)(=O)c2cccs2)Oc2c(NS(=O)(=O)c3cn(C)cn3)cccc2C1=O`?
HT1080 IDH1KD tx: 7.6%; KB-V1 cytotox: inconclusive; HT1080-NT tox: 12.8%; D3 ag: 11.3; GLP-1R agonist: 14.2%; D3 antag: -5.0; KB-3-1 cytotox: 0.5%; SW480 rerep: -9.5%[9.22 µM]; IL1B secr inh: 23.3

Results for CN1C(=O)CSc2ccc(NC(=O)NCc3ccco3)cc21 ?
HT1080 IDH1KD tx: 11.1%[9.24 µM]; KB-V1 cytotox: -0.6%; HT1080-NT tox: -2.9%; D3 ag: -4.0; GLP-1R agonist: -1.3%; D3 antag: -13.2; KB-3-1 cytotox: 6.2%; SW480 rerep: -8.3%; IL1B secr inh: inconclusive

Results for Cc1cc(C)cc(-n2nnc(-c3nsc(NC(=O)c4ccccc4Cl)n3)c2C)c1 ?
KB-V1 cytotox: 0.0%; D3 ag: 4.5; GLP-1R agonist: 0.8%; KB-3-1 cytotox: -2.6%

What do the screens show for `CCCC(c1nnnn1Cc1ccc(F)cc1)N1CCN(C)CC1` (centres undefined)?
HT1080 IDH1KD tx: 10.9%; KB-V1 cytotox: inconclusive; HT1080-NT tox: 8.9%; D3 ag: 7.6; GLP-1R agonist: 9.8%; D3 antag: 0.5; KB-3-1 cytotox: -8.2%; SW480 rerep: -8.9%; IL1B secr inh: 8.4

Results for COc1ccc(C(=O)c2cnc3ccccc3c2-c2ccccc2)cc1 ?
HT1080 IDH1KD tx: -20.8%; KB-V1 cytotox: 18.4µM*; HT1080-NT tox: -17.6%; D3 ag: 4.4; GLP-1R agonist: -1.3%; D3 antag: 41.5; KB-3-1 cytotox: 23.1µM*; SW480 rerep: inconclusive; IL1B secr inh: 27.9

How did O=C(COc1cccc(C(F)(F)F)c1)NNC(=O)Cc1ccc(S(=O)(=O)N2CCOCC2)s1 do in these assays?
HT1080 IDH1KD tx: 6.4%; KB-V1 cytotox: 0.0%; HT1080-NT tox: 1.7%; D3 ag: 0.9; GLP-1R agonist: -3.6%; D3 antag: -18.8; KB-3-1 cytotox: -31.8%; SW480 rerep: -24.8%; IL1B secr inh: 0.0

Results for COc1ccc(/C=N/NC(=O)c2c(-c3ccccc3)noc2C)cc1 ?
HT1080 IDH1KD tx: 5.9%; KB-V1 cytotox: -5.2%; HT1080-NT tox: 5.5%; D3 ag: 5.4; GLP-1R agonist: 1.1%; D3 antag: 8.1; KB-3-1 cytotox: -8.5%; SW480 rerep: -695.4%[inhibitor]; IL1B secr inh: -0.1

What do the screens show for `Cc1ccc(C)c(OCC(=O)Nc2c(C)n(C)n(-c3ccccc3)c2=O)c1`?
HT1080 IDH1KD tx: -4.4%; KB-V1 cytotox: 7.7%; HT1080-NT tox: 1.0%; D3 ag: -1.6; GLP-1R agonist: -6.8%; D3 antag: -2.6; KB-3-1 cytotox: -2.1%; SW480 rerep: -4.5%; IL1B secr inh: -4.7

Results for O=C(CN1CCCCC1)Nc1cccc(Cl)c1Cl ?
HT1080 IDH1KD tx: 0.3%; KB-V1 cytotox: 17.4%; HT1080-NT tox: 4.1%; D3 ag: 7.6; GLP-1R agonist: 12.0%; D3 antag: 0.0; KB-3-1 cytotox: 18.4%; SW480 rerep: -5.1%; IL1B secr inh: 17.0

What do the screens show for `CCOC(=O)c1sc2nc(C)n(N)c(=O)c2c1C`?
HT1080 IDH1KD tx: 8.0%; KB-V1 cytotox: -26.5%; HT1080-NT tox: 13.8%; D3 ag: 11.6; GLP-1R agonist: 10.2%; D3 antag: 9.7; KB-3-1 cytotox: 3.3%; SW480 rerep: -14.0%; IL1B secr inh: -5.1

How did O=C(COc1ccccc1O)NCCN1CCOCC1 do in these assays?
HT1080 IDH1KD tx: 10.0%; KB-V1 cytotox: 2.8%; HT1080-NT tox: 0.0%; D3 ag: -14.6; GLP-1R agonist: 4.8%; D3 antag: -1.2; KB-3-1 cytotox: 1.7%; SW480 rerep: 18.1%; IL1B secr inh: -6.3

Part of the list above in order of molecular weight, smallest number first.
Results for Cc1nc2cc(Cl)ccc2n1-c1ccccc1 ?
HT1080 IDH1KD tx: 10.4%; KB-V1 cytotox: 2.9%; HT1080-NT tox: 5.7%; D3 ag: -2.5; GLP-1R agonist: 6.7%; D3 antag: -8.3; KB-3-1 cytotox: -0.1%; SW480 rerep: -5.5%; IL1B secr inh: 12.9

Results for CN1C(=O)CSc2ccc(NC(=O)NCc3ccco3)cc21 ?
HT1080 IDH1KD tx: 11.1%[9.24 µM]; KB-V1 cytotox: -0.6%; HT1080-NT tox: -2.9%; D3 ag: -4.0; GLP-1R agonist: -1.3%; D3 antag: -13.2; KB-3-1 cytotox: 6.2%; SW480 rerep: -8.3%; IL1B secr inh: inconclusive

Results for COc1ccc(C(=O)c2cnc3ccccc3c2-c2ccccc2)cc1 ?
HT1080 IDH1KD tx: -20.8%; KB-V1 cytotox: 18.4µM*; HT1080-NT tox: -17.6%; D3 ag: 4.4; GLP-1R agonist: -1.3%; D3 antag: 41.5; KB-3-1 cytotox: 23.1µM*; SW480 rerep: inconclusive; IL1B secr inh: 27.9
